Source: PubChem BioAssay (National Center for Advancing Translational Sciences (NCATS))
aGlu spleen mod: inhibits or activates alpha-glucosidase in human spleen homogenate. P10253. Potency, µM (highest dose often 79.9 µM), for inactives: at the highest dose activity change, negative = inhibition, most hits filed as inhibitors. actives 0.006% (n = 240,000). human spleen homogenate, 4-MU-alpha-glucoside fluorescence;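 note: potency is the fitted concentration of half-maximal effect; 0% = enzyme with vehicle and -100% = no enzyme basal signal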
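Compounds were titrated against alpha-glucosidase in spleen homogenate at pH 5.0, with 1 mM 4-methylumbelliferyl substrate for 40 min at 37 C. Reactions were quenched with pH 10 NaOH/glycine and fluorescence measured.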
HTT aggregate: mutant huntingtin aggregation inhibition; Potency, µM (doses to about 46.1 µM), for the others: at the highest dose activity change, negative = inhibition, usual class: inhibitors; actives 1.1% (n = 220,000); PC12 HttQ103-GFP aggregates, Acumen cytometry, 40 h; note: potency is the fitted concentration of half-maximal effect; % is set by controls: 0 for no effect and ±100 for the full control effect; nearly all actives have a fitted effect of over 60% in size
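PC12/HTTQ103-GFP, ecdysone-inducible; teb 100 nM; cpd qHTS titration; GFP aggregates read on laser cytometer, Ex 488/Em 500-530 nm.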
LMNA splice mod: changes lamin A minigene splicing in HeLa cells; HeLa LMNA splicing GFP/RFP minigene ratio, 48 h; Potency, µM (highest dose often 46.1 µM), for inactives: at the top dose ratio change, negative = inhibition, actives largely listed as inhibitors; actives 0.01% (n = 200,000); AID 1487; active = well fitted inhibition curve with a large enough effect in the signal ratio, with a control signal flat, not every such curve was filed as active; inconclusive = small, poorly fitted or top-dose-only effect, or effect the other way, or a change in a side signal; the % refers to the signal ratio; note: potency is the fitted concentration of half-maximal effect; % is set by controls: 0 for no effect and ±100 for the full control effect
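S3 HeLa stable clones carrying a lamin A-EGFP splicing minigene plus DsRed2 were seeded at 600 cells/well in Opti-MEM with 2% FBS, pin-dosed and incubated 48 h at 37°C. Acumen cytometry (488 nm) gave the GFP/RFP total-intensity ratio.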
HTT cytoprotect: protects HTT-Q103 PC12 cells, measured by ATP | PC12 HTT-Q103 induced, cytoprotection, ATP luminescence, 40 h | Potency, µM (titrated, usually from 56.4 µM), inactives show cytoprotection (ATP increase), usual class: activators | actives 0.14% (n = 230,000);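 note: potency is the fitted concentration of half-maximal effect; % of control where 0% means no effect; nearly all actives have a fitted effect of over 45% in size; toxic huntingtin expression switched on by the ecdysone agonist tebufenozide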
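Cells were plated at 1500 per well in phenol red-free DMEM with 5% equine and 5% calf serum. Tebufenozide (100 nM final) and compounds were added, then ATPlite reagent, and luminescence was read.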
CBFb-RUNX1 inh: blocks binding between human CBF-beta and RUNX1; Q01196+Q13951; AlphaScreen CBFb-His/RUNX1-biotin binding, biochemical; Potency, µM (series often up to 59.8 µM), inactives show at the top dose activity, negative = inhibition, actives largely listed as inhibitors; 230,000 tested, under 10 active; AID 1477; note: % of control where 0% means no effect
Target sequence (Q01196 whole entry, looked up): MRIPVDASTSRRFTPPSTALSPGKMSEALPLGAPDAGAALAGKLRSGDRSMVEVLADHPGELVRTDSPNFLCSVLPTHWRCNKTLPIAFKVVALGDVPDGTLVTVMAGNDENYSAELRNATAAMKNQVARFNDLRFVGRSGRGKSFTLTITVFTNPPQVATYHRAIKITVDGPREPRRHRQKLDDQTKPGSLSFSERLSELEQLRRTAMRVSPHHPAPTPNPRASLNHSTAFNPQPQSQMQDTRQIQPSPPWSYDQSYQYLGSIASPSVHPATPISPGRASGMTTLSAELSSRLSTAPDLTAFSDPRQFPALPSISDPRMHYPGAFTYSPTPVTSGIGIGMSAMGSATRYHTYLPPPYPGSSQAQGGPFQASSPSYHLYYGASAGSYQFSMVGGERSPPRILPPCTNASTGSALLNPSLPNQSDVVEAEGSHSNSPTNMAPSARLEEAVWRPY
Target sequence (Q13951 whole entry, looked up): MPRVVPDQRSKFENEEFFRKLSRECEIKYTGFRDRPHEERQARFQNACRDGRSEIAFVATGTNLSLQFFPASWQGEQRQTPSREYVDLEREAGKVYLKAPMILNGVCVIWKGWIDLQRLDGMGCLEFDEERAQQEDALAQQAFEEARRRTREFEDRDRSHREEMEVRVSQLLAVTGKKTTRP
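AlphaScreen proximity signal reports loss of binding between His-tagged CBF-beta and biotin-labelled RUNX1, each at 30 nM. Proteins are pre-associated for 20 minutes, compounds added for 15 minutes, then beads for 90 minutes, all at ambient temperature.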
GAA glycogen: GAA glycogen-cleavage inhibition or activation | P10253 | recombinant GAA, glycogen substrate, Amplex Red glucose oxidase fluorescence | Potency, µM (highest dose often 76.4 µM), for inactives: at the highest dose activity change, negative = inhibition, hits mostly inhibitors | actives 0.38% (n = 300,000);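 note: potency is the fitted concentration of half-maximal effect; 0% = full enzyme reaction and -100% = no-enzyme basal signal; the screen sought inhibitors and activators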
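Natural-substrate format: glycogen cleavage by 4 nM human enzyme, glucose read by Amplex Red coupling (Ex 573, Em 610 nm). Normalized to enzyme and no-enzyme controls.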
GAA inh: inhibitors of human lysosomal alpha-glucosidase; P10253; purified human GAA, 4-MU-alpha-glucoside fluorescence; Potency, µM (series often up to 76.9 µM), for inactives: top-dose activity change, negative = inhibition, usual class: inhibitors; actives 0.005% (n = 200,000); AID 1466;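 note: potency is the fitted concentration of half-maximal effect; plate controls were uninhibited enzyme wells for no effect and no-enzyme background for full effect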
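Fluorogenic assay: 4 nM human alpha-glucosidase with 400 uM 4-methylumbelliferyl-alpha-D-pyranoside in 50 mM citrate/phosphate, 0.005% Tween-20, pH 5.0, 20 min at room temperature. Compounds tested up to 77 uM; AC50 from Hill fits.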
Active calls of the source: *; ? = inconclusive; . = no result given; [ ] = dose if it differs, or a comment. Unless noted, calls come from the whole dose curve; as a rule, active = well fitted curve in the direction sought with a large enough effect; inconclusive = small, poorly fitted or top-dose-only effect, or another doubt; inactive = no such curve, though single readings can be large; an effect the other way counts as inactive or inconclusive.

SMILES | aGlu spleen mod | HTT aggregate | LMNA splice mod | HTT cytoprotect | CBFb-RUNX1 inh | GAA glycogen | GAA inh
CCOC(=O)N1CCN(C(=O)c2cnn(-c3ccccc3)c2NC(=O)c2ccccc2F)CC1 | 1% | 31% | -6% | -16% | 4% | 14% | -9%
C=CCNC(=O)CCCCC(=O)NCC=C | -7% | 0% | 8% | -21% | 5% | 5% | 2%
CC(C)(C)OC(=O)C(C)(C)O/N=C(\C(=O)O)c1csc(N)n1 | -3% | . | ? | . | -8% | 20% | ?
O=C(/C=C/c1ccccc1Cl)Nc1ccc(Cl)cn1 | 4% | 11% | . | -37%[inhibitor] | 7% | 8% | -4%
Cc1cccc(OCCC(=O)OCC(=O)N2CCc3ccccc32)c1 | -7% | 9% | 9% | 11% | 14% | 6% | -1%
CCOc1ccccc1OCCN1CCC(Cc2ccccc2)CC1 | -1% | 7% | -10% | -3%[10 µM] | -1% | -5% | -15%
CN1C(=O)C(CCC(N)=O)NC1=S (stereo not drawn) | 3% | 18%[9.22 µM] | . | 8%[10 µM] | 4% | ? | .
COc1ccccc1N1CCN(C(=O)CCc2ccc(S(=O)(=O)NC(C)C)cc2)CC1 | 0% | -12% | -7% | 4%[10 µM] | -9% | 5% | ?
CN1C(=O)/C(=C2\SC(=S)N(CC3CCCO3)C2=O)c2ccccc21 (stereo not drawn) | -9% | 22% | 0% | -1% | 8% | -10% | -4%
O=C(CCN1CCOCC1)NNC(=S)NC(=O)c1ccccc1 | -4% | -29% | 5%[9.22 µM] | -45%[inhibitor] | -30% | ? | 7%
COc1ccc(CCNC(=O)C(NC(=O)OCc2ccccc2)C(C)C)cc1OC (stereo not drawn) | -3% | -8%[9.22 µM] | . | 12%[10 µM] | 0% | 6% | .
COc1ccccc1-c1cn(C(C)(C)C)nc1C | . | 8% | -4%[46 µM] | -26% | 4% | 0% | -11%

Ordered by value in HTT aggregate (lowest first): three of the compounds above.
Molecule,aGlu spleen mod,HTT aggregate,CBFb-RUNX1 inh,GAA inh
COc1ccccc1-c1cn(C(C)(C)C)nc1C,.,8%,4%,-11%
O=C(/C=C/c1ccccc1Cl)Nc1ccc(Cl)cn1,4%,11%,7%,-4%
CCOC(=O)N1CCN(C(=O)c2cnn(-c3ccccc3)c2NC(=O)c2ccccc2F)CC1,1%,31%,4%,-9%

Returning to the listing with the 5 entries that preceded the break.
SMILES | aGlu spleen mod | HTT aggregate | LMNA splice mod | HTT cytoprotect | CBFb-RUNX1 inh | GAA glycogen | GAA inh
COc1ccccc1N1CCN(C(=O)CCc2ccc(S(=O)(=O)NC(C)C)cc2)CC1 | 0% | -12% | -7% | 4%[10 µM] | -9% | 5% | ?
CN1C(=O)/C(=C2\SC(=S)N(CC3CCCO3)C2=O)c2ccccc21 (stereo not drawn) | -9% | 22% | 0% | -1% | 8% | -10% | -4%
O=C(CCN1CCOCC1)NNC(=S)NC(=O)c1ccccc1 | -4% | -29% | 5%[9.22 µM] | -45%[inhibitor] | -30% | ? | 7%
COc1ccc(CCNC(=O)C(NC(=O)OCc2ccccc2)C(C)C)cc1OC (stereo not drawn) | -3% | -8%[9.22 µM] | . | 12%[10 µM] | 0% | 6% | .
COc1ccccc1-c1cn(C(C)(C)C)nc1C | . | 8% | -4%[46 µM] | -26% | 4% | 0% | -11%
CCOc1ccc(C(=O)C[n+]2ccccc2C)cc1 | 2% | -4% | -5% | -8%[1.9 µM] | -2% | 14% | -2%
CC(C)(O[C@@H]1O[C@H](CO)[C@@H](O)[C@H](O)[C@H]1O)[C@H]1Cc2cc3ccc(=O)oc3cc2O1 | -1% | 7% | -1% | . | 6%[2.36 µM] | 1% | ?
COc1cccc(Cn2c(=O)cnc3cnc(Oc4ccccc4)nc32)c1 | -12% | . | 0% | -91%[inhibitor] | . | . | .
N#CCCn1cc(C(=O)Nc2ccccc2Br)c(-c2cccs2)n1 | -1% | 2% | 0% | . | 7% | 1% | -3%
CCCS(=O)(=O)N1CCC(C(=O)NCCc2ccccc2)CC1 | -7% | -5% | 2% | 19%[10 µM] | 2% | 2% | 1%
Cc1ccc(S(=O)(=O)c2nc(NCCN(C)C)sc2Cl)cc1 | -3% | -16% | 8% | 10% | -2% | 13% | -7%
COC(=O)C/C=C\[C@@H](C)[C@@H](/C=N\OC[C@@H]1O[C@H](c2ccccc2)C=C[C@@H]1Oc1ccc(OC)cc1)OC | 3%[17.4 µM] | . | . | -14%[10 µM] | 2%[13.1 µM] | . | .
O=[N+]([O-])c1cccc(N2Cc3ccccc3C2)c1 | -1% | 2% | 9%[46 µM] | -20% | -15% | -1% | 5%
COC(=O)C1=C(C)NC(C)=C(C(=O)OC)C1c1ccc(-c2cc(Cl)ccc2Cl)o1 | -10% | 14% | -4% | 17%[10 µM] | 3% | 7% | -9%
O=C(CSc1nnc(Cc2ccccc2)o1)N1CCOCC1 | 0% | 4% | ? | -7%[10 µM] | 1% | 7% | -7%
CC1C=CCCOC1c1ccccc1 (stereo not drawn) | -2%[17.4 µM] | . | . | -41%[inhibitor][10 µM] | 10%[13.1 µM] | . | .
CCOC(=O)Cn1c(=O)oc2cc(S(=O)(=O)Nc3c(C)cc(C)cc3C)ccc21 | 2% | 16% | -7% | -15% | -3% | 6% | -1%
COc1ccc(-c2nn(-c3ccccc3)cc2CO)cc1 | -18% | ? | -13% | -6% | 2% | -2% | -7%
Cn1c(N)c(C(=O)NCc2ccccc2)sc1=S | -20% | 20% | 4% | -1% | -2% | -6% | -3%
Cc1cc(C)n(S(=O)(=O)c2ccc3ccccc3c2)n1 | 0% | -11% | -14% | -4% | 4% | 5% | -4%
COC(=O)[C@H](Cc1ccccc1)NC(=O)NCc1ccccc1OC | 3% | 2% | -4% | -10% | 2% | 7% | 0%
COCCNC(=O)/C(C#N)=C/c1cc(C(C)C)c(OC)cc1C | . | -6% | 5%[1.84 µM] | -4% | -2% | 1% | -10%
Cc1ccc(OCCOCCN(C)C)c(Cl)c1 | 2% | -6% | 2% | 10%[10 µM] | -3% | 2% | 5%
CC1(C)CC(=O)C(C=NCCc2ccccn2)=C(O)C1 | 4% | 10% | 0% | 11% | 3% | 5% | -4%
Cc1cc(-c2n[nH]c(=S)n2/N=C/C(Cl)=C/c2ccccc2)n[nH]1 | 2% | ? | -25% | 16%[10 µM] | -22% | ? | 4%
CCN(C(=O)c1cn(C)c(=O)c2cc(OC)c(OC)cc12)c1cc(OC)ccc1OC | 3% | 29% | 6% | -43%[inhibitor] | 0% | 4% | 0%
CCC(C)(C)n1nnnc1CN(Cc1cc2cc(OC)ccc2[nH]c1=O)C1CCCC1 | 0% | ? | ? | -26% | -2% | 1% | -7%
Cc1ccc(C(=O)CSc2nc(C(C)C)nc3ccccc23)cc1 | 2% | -7%[9.22 µM] | . | 14%[10 µM] | -2% | -12% | -4%
COc1cccc(-c2ccc3ncnc(Nc4ccccc4)c3c2)c1 | 9% | . | ? | -83%[inhibitor] | . | . | .
Cc1cccc(OCCCC(=O)Nc2ccc(S(N)(=O)=O)cc2)c1 | 2% | -11% | . | -31%[inhibitor] | -4% | -10% | -5%
CCCS(=O)(=O)N1CCN(S(=O)(=O)c2ccc(F)cc2)CC1 | 3% | -21% | -11% | -12%[10 µM] | -22% | -4% | 0%
Cn1c(=O)c2c(ncn2CC(O)CNc2ccc(Cl)cc2)n(C)c1=O (stereo not drawn) | -2% | -8% | ? | -25% | 0% | -2% | -4%
COc1ccc(CC(=O)Nc2cccc(SC)c2)cc1 | -3% | -3% | 1% | . | -10% | 0% | 12%
CCn1cnc2c1c(=O)n(Cc1csc(-c3ccccc3)n1)c(=O)n2Cc1ccccc1 | -10% | ? | ? | -13% | -4% | -2% | -4%
Cc1nnn(C23CC4CC(CC(CC(=O)Nc5ccc(C)c(Cl)c5)(C4)C2)C3)n1 | -8% | -13% | ? | 12%[10 µM] | ? | 4% | 2%
CCc1cccc(CC)c1NC(=S)NCc1ccc2c(c1)OCO2 | -3% | -2% | 13% | 25%[10 µM] | -18% | -11% | 1%
CC1=C(C(=O)OC2CCCCC2)C(c2cccnc2)n2nnnc2N1 (stereo not drawn) | 3% | 0% | ? | . | -2% | 2% | -1%
CCOC(=O)c1cc(-c2ccccc2)sc1NC(=O)COC | 2% | 11%[9.22 µM] | . | 0%[10 µM] | -9% | -11% | ?
COc1ccc(/C=N/NC(=O)C(C)N(c2ccc(OC)cc2)S(C)(=O)=O)cc1 (stereo not drawn) | -1% | 3% | . | -4% | -5% | 0% | -4%
CN1CCN(C2=Cc3ccccc3Sc3cc(F)c(F)cc32)CC1 | -5% | 20µM* | -10% | -15%[10 µM] | 7% | 1% | -13%
COc1ccc(OC)c(NC(=O)CNC(=O)Cn2ccc3ccccc3c2=O)c1 | 10% | 4% | -3% | -5% | -3% | -4% | -1%[15.4 µM]

Look-ups from the list:
Under GAA glycogen, CC1=C(C(=O)OC2CCCCC2)C(c2cccnc2)n2nnnc2N1 (stereo not drawn) shows 2%
Under GAA inh, COc1ccc(/C=N/NC(=O)C(C)N(c2ccc(OC)cc2)S(C)(=O)=O)cc1 (stereo not drawn) shows -4%

More results follow:
SMILES | aGlu spleen mod | HTT aggregate | LMNA splice mod | HTT cytoprotect | CBFb-RUNX1 inh | GAA glycogen | GAA inh
O=C(N/N=C/c1sc2ccccc2c1O)c1cccc2ccccc12 | -12% | 1.4µM* | ? | -87%[inhibitor][10 µM] | ? | 2% | -2%
CC(C)(c1ccccc1)c1ccc(OCCCNCCO)cc1 | 0% | 4% | ? | -4% | 0% | -6% | -2%
C=C(C)c1cccc(C(C)(C)NC(=O)N2CCC(C(N)=O)CC2)c1 | -1% | 9% | ? | -4% | 7% | 2% | 3%
Cc1cccc(NS(=O)(=O)c2ccc(C)c(C(=O)OCC(=O)Nc3cc(C)on3)c2)c1 | -14% | 19% | ? | -23%[10 µM] | 1% | -10% | ?
